Screening data deposited in PubChem by National Center for Advancing Translational Sciences (NCATS).
KCNH2 3.1 block: inhibitors of human KCNH2 3.1 potassium channel isoform; U2OS KCNH2 3.1, thallium flux FluxOr; hits give low values; activity change, % (tested at about 1.8 µM); 0.95% of 340,000 active;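 active = maximum activity change below -70%; inconclusive = maximum activity change from -70% to -50%; inactive = maximum activity change above -50%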;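 note: thallium influx rate constant from kinetic fluorescence after stimulation buffer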
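Kinetic fluorescence (2 min after stimulation buffer) measures Tl+ influx through KCNH2 3.1 expressed by viral transduction in U2OS cells; the rate constant is normalized against DMSO controls serving as positive and negative references.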
B2AR arrestin: beta2AR (human) beta-arrestin recruitment activity; 0.02% of 330,000 active; beta-arrestin recruitment to beta2AR, cell-based reporter; Potency, µM (titrated, usually from 46.1 µM), for inactives: top-dose activation, actives largely listed as activators;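 note: potency is the fitted concentration of half-maximal effect; 0% = DMSO controls and full agonism = EC100 isoproterenol or metaproterenol; nearly all actives have a fitted effect of over 65% in size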
USP2a block: inhibitors of human ubiquitin-specific protease USP2a. USP2 core, Ub-CHOP2 coupled fluorogenic reporter, 485/531. Potency, µM (titrated, usually from 38.3 µM), inactives show at the highest dose activity change, negative = inhibition, hits mostly inhibitors. 0.01% of 330,000 active. O75604. AID 463254;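 note: potency is the fitted concentration of half-maximal effect; plate controls were DMSO wells for no effect and full inhibition by NEM control for full effect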
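USP2 core (10nM final) preincubated 30min RT with compound in 20mM Tris-HCl pH 8.0, 2mM CaCl2, 2mM beta-mercaptoethanol, 0.05% CHAPS; 25nM Ub-CHOP2 plus 25nM reporter substrate added, fluorescence (Ex485/Em531) read after 60min.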
PKM2 act: PKM2 (human) enzyme activation; P14618; purified PKM2, Kinase-Glo ATP luminescence, activation; response scale: 0% is enzyme alone, no compound; Potency, µM (series often up to 57.5 µM), without a hit: at the highest dose activation, most hits filed as activators; 0.34% of 260,000 active; note: potency is the fitted concentration of half-maximal effect; nearly all actives have a fitted effect of over 55% in size
Target sequence (P14618 whole entry, looked up): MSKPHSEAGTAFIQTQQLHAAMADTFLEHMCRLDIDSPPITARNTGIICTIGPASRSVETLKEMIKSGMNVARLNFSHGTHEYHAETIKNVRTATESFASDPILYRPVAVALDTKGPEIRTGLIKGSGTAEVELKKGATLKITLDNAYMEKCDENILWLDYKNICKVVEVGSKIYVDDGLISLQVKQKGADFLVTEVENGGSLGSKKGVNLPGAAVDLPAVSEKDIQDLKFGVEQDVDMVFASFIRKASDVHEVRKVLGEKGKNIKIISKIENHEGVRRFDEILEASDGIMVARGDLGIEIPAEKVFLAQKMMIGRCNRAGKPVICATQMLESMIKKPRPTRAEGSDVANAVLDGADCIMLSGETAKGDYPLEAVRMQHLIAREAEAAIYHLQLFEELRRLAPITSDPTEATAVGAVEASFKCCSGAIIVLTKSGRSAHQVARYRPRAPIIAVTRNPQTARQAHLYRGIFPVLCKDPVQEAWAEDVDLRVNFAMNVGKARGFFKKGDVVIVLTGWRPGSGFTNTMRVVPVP
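Purified hPK-M2 (>95%) run at intermediate activity with 0.1 mM ADP and 0.5 mM PEP in 50 mM imidazole pH 7.2, KCl, MgCl2; 1 h room temperature. ATP formed read by Kinase-Glo luminescence; normalized to uninhibited and no-enzyme controls.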
uPA generation: cell surface uPA generation inhibition | cell surface uPA generation assay, qHTS | Potency, µM (top dose mostly 38.3 µM), for inactives: at the top dose activity change, negative = inhibition, actives largely listed as inhibitors | 0.31% of 330,000 active | AID 540303; active = well fitted inhibition curve with a large enough effect; inconclusive = small, poorly fitted or top-dose-only effect; inactive = no such curve, though single readings can be large or run the other way; tested in mouse RAW 264.7 cells; note: potency is the fitted concentration of half-maximal effect; nearly all actives have a fitted effect of over 55% in size
Giardia kill: Giardia lamblia killing; Giardia lamblia trophozoite viability; activity change, % at 7.66 µM, hits read low; 0.15% of 340,000 active; AID 540267; in the data active = activity change below about -80%; inconclusive = between about -30% and that limit;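 note: parasites exposed to compound for two days anaerobically before the ATP read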
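Luminescence from cellular ATP indicates surviving trophozoites (100 cells/well) following 48 hrs anaerobic compound treatment at 37 deg C; signal develops 15-30 min at room temperature.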
GALK inh: blocks human galactokinase activity. P51570. Purified GALK, Kinase-Glo residual ATP luminescence. Potency, µM (doses to about 57.5 µM), for the others: at the top dose activity change, negative = inhibition, hits mostly inhibitors. 0.007% of 270,000 active. AID 1868; note: potency is the fitted concentration of half-maximal effect
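5 nM enzyme, 35 uM ATP, 100 uM galactose, 20 mM HEPES pH8.0, 5 mM MgCl2; 1 h RT; residual ATP by Kinase-Glo Plus luminescence, qHTS format.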
Eya2 inh: Eya2 (human) phosphatase inhibition | recombinant Eya2, OMFP fluorescence dephosphorylation (OMFP is methylfluorescein phosphate) | AID 488837 | 0.006% of 330,000 active | O00167 | Potency, µM (doses to about 76.9 µM), inactives show at the top dose activity, negative = inhibition, actives largely listed as inhibitors; note: potency is the fitted concentration of half-maximal effect
Target sequence (O00167 whole entry, looked up): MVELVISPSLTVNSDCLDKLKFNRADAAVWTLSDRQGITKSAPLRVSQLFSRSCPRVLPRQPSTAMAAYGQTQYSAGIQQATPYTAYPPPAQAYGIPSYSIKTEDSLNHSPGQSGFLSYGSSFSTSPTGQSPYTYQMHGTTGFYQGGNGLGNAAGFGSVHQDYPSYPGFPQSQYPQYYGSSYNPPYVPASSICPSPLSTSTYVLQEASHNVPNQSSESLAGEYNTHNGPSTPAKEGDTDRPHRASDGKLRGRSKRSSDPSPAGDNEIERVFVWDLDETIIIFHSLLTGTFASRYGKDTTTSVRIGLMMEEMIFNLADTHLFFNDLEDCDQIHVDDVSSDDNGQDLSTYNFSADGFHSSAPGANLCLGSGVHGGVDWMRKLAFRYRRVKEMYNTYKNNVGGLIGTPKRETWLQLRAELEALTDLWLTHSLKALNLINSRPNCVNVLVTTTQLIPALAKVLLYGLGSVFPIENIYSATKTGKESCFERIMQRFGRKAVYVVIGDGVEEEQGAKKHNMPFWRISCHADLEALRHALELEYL
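Eya2 protein (added as 0.2 uM solution) was preincubated with compound for 10 min at ambient temperature in 50 mM HEPES pH 7.5, 50 mM NaCl, 5 uM MgCl2, 0.05% BSA, 1 mM DTT. OMFP (added at 50 uM) then reacted 10 min; fluorescence read at 485/525 nm.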
Coupling enz: counter-screen for Giardia aldolase inhibitors: coupling enzyme system; coupling enzyme system counterscreen, AmpLite Red fluorescence; activity change, negative = inhibition, % at 58.2 µM, hits read low; 0.67% of 290,000 active; in the data active = activity change below about -30%
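Final compound at 57.5 uM, incubated 10 min at RT with coupling enzyme reagent (glyceraldehyde-3-phosphate), then 20 min with substrate and AmpLite Red detection. Fluorescence read at 525/598 nm; tests interference with the coupling assay, not aldolase inhibition.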
Chronic BCR inh: inhibitors of chronic active B-cell receptor signaling; ABC-DLBCL IkBa-CBG/CBR reporter, luminescence ratio, 4 h; AID 493014; 0.05% of 340,000 active; Potency, µM (titrated, usually from 46.1 µM), for inactives: at the top dose ratio change, negative = lower green/red ratio, usual class: inhibitors; active = well fitted inhibition curve with a large enough effect in the signal ratio, with a control signal flat, not every such curve was filed as active; inconclusive = small, poorly fitted or top-dose-only effect, or effect the other way, or a change in a side signal; the % refers to the signal ratio;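 note: potency is the fitted concentration of half-maximal effect; plate controls were basal doxycycline-induced cells for no effect and cells given 10 µM MG132 for full effect; MG132 reads +100%, hits lower the ratio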
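TMD8 human ABC-DLBCL cells with doxycycline-inducible IκBα–green luciferase fusion and unfused red luciferase, in 0.5% FBS medium; compounds up to 46 uM, 4 h at 37C. Green/red luminescence ratio, filter-overlap corrected, fitted to concentration-response curves.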
hERG WT inh: inhibitors of human wildtype KCNH2 potassium channel. Q12809. 0.37% of 340,000 active. activity change, % at 1.84 µM. U2OS, BacMam KCNH2, thallium flux FluxOr; hits give low values. AID 720551;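 active = maximum activity change below -70%; inconclusive = maximum activity change between -70% and -50%; inactive = maximum activity change above -50%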
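U2OS cells were transduced with wild-type KCNH2 virus (2.03 x 10^8 / mL) for 4 h at room temperature, then cultured overnight at 37 C. Thallium flux was read with FluxOr dye. Rate constants were normalized to DMSO controls.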
An asterisk follows results filed as active; ? = inconclusive; . = no result given; [ ] = another dose, or the depositor's remark. Unless noted, calls come from the whole dose curve; as a rule, active = well fitted curve in the direction sought with a large enough effect; inconclusive = small, poorly fitted or top-dose-only effect, or another doubt; inactive = no such curve, though single readings can be large; an effect the other way counts as inactive or inconclusive. Unless noted, % is set by controls: 0 for no effect and ±100 for the full control effect.

SMILES	KCNH2 3.1 block	B2AR arrestin	USP2a block	PKM2 act	uPA generation	Giardia kill	GALK inh	Eya2 inh	Coupling enz	Chronic BCR inh	hERG WT inh
Cc1ccc([N+](=O)[O-])cc1S(=O)(=O)Nc1cccc(-c2ccc(N3CCOCC3)nn2)c1	4	-0.4%	0%	.	-8%	-7	.	3%	.	0%	7
COc1ccc(NC(=O)CN2CCN(C(=O)N3CCOCC3)CC2)cc1	10	0.1%	-1%	-4%	-2%	-3	7%	8%	-2	-7%	4
O=C(O)c1ccc(N=Cc2nc(-c3ccco3)oc2O)cc1	-1	-0.3%	3%	-4%	-2%	-28	4%	0%	0	?	1
CCc1ccc(-n2c(=O)c3c(C)c(C(=O)N(C)C)sc3n(CC(=O)NCc3ccco3)c2=O)cc1	15	-0.2%	4%	-2%	.	8	0%	12%	2	-1%	9
O=C(NCc1ccc2c(c1)OCO2)c1ccco1	-3	-0.2%	-1%	-3%	7%	7	10%	-20%	3	-8%	2
COc1ccc(-n2cc(-c3ccccc3)[n+]3c2CCCCC3)cc1	-7	-0.1%	0%	-1%	-14%	-20	-1%	-4%	4	0%	-3
Cc1nn(-c2cc(N3CCCCCC3)ccc2[N+](=O)[O-])c(=O)c2ccccc12	18	-1.0%	2%	5%	.	2	.	10%	3	1%	-3
COc1cc(OC)c(C2SCCN2S(=O)(=O)c2ccc(F)cc2)cc1OC (stereo unspecified)	-33	0.0%	-1%	-17%	-4%	4	0%	7%	-4	6%	-10
Cc1nn(CC(=O)N2CC(=O)Nc3ccccc32)c(C)c1[N+](=O)[O-]	-1	0.1%	2%	-11%	-1%	-2	-2%	6%	-1	0%	-6
Cc1ccc(NC(=O)c2ccc3[nH]c(=O)c(=O)[nH]c3c2)nc1	4	-0.2%	1%	.	9%	28	-7%	15%	0	-1%	-3
CC(=O)c1cc(C#N)c(SCc2ccc([N+](=O)[O-])cc2)nc1C	-28	0.4%	-1%	-4%	7%	-13	0%	0%	0	5%	0
Cc1[nH]c2ccccc2c1C=NNC(=O)c1cc(-c2cccnc2)nc2ccccc12	10	0.0%	-7%	.	3%	25	.	0%	.	-1%	-3
Cc1ccc(C2=Nc3ccccc3N=C(C(Cl)Cl)C2)cc1	3	-1.1%	11%	-54%	-16%	-6	0%	15%	-9	?	-12
COc1ccc(C(=O)NC2CC2)cc1OC1CCN(C(C)CSC)CC1 (stereo unspecified)	-74*	3.8%	-1%	.	-1%	-9	-4%	6%	0	0%	-16
O=C(Nc1ccc(Cl)c(C(F)(F)F)c1)N1CCCC(O)C1 (stereo unspecified)	20	0.0%	-6%	-11%	0%	7	-4%	-3%	-3	0%	-10
O=C(c1cc([N+](=O)[O-])ccc1N1CCCCC1)N1CCc2ccccc21	-9	0.1%	1%	-10%	-20%	9	-3%	5%	-1	-3%	1
Cc1ccc(N(CC(=O)NC2CCCCC2)C(=O)CNC(=O)c2ccco2)cc1C	9	0.2%	2%	.	3%	-3	-1%	-9%	-1	-5%	-8
CN(c1ccc(O)cc1)c1nc(-c2cccs2)cs1	0	0.2%	0%	-7%	-3%	-2	9%	-3%	2	-26%	2
COc1cccc(NC(=O)N2C3CCCC2CC(NC(=O)C(C)(C)C)C3)c1 (stereo unspecified)	-8	-0.6%	-3%	4%[11.5 µM]	?	5	0%	-1%	0	-1%	-8
Cc1ccc2nc(Cl)nc(-c3ccccc3)c2c1	5	2.9%	2%	-1%	-4%	1	-1%	4%	4	12%	-22
Cc1ccc(N=Cc2c(O)c3ccccc3oc2=O)cc1F	6	-0.2%	1%	1%	4%	12	-2%	-7%	2	?	-2
O=C(CSc1nc2ccc(NC(=O)C3CCCCC3)cc2s1)NCC1CCCO1 (stereo unspecified)	12	-0.4%	1%	-2%	-12%	0	.	-4%	0	-2%	-4
S=C(NCCCc1ccccc1)NCc1ccccc1	-10	0.4%	1%	-3%	1%	9	-8%	0%	.	3%	3
C[C@@H](NC(=O)CN1C(=O)c2ccccc2S1(=O)=O)c1ccccc1	-6	-0.6%	3%	.	17%	-18	-7%	-1%	-2	3%	2
O=C(/C=C/c1ccc(Cl)c(Cl)c1)NCCCn1ccnc1	-20	-0.6%	1%	3%[11.5 µM]	-4%	-1	-4%	2%	4	1%	-1
Cc1nc2ccc([N+](=O)[O-])cc2c(=O)n1Cc1ccccc1Br	4	-0.8%	-2%	17%[11.5 µM]	9%	-8	2%	5%	2	3%	-2
Cn1c(Cn2cnc3ccccc32)nc2ccccc21	15	5.3%	1%	?	-4%	-2	1%	-4%	0	-2%	-7
O=C(CCN1C(=O)c2ccccc2C1=O)Nc1cccc(S(=O)(=O)N2CCCCC2)c1	-14	0.0%	2%	4%	-1%	-7	0%	-29%	-1	?	-2
CCOc1cccc(=O)c2c(C)oc(C)c12	-5	-0.5%	3%	-5%	5%	21	2%	3%	5	4%	-7
CCCN(CC(=O)Nc1ccc(Cl)cc1Cl)C(=O)/C=C/c1ccco1	12	?	3%	24%	-17%	-3	-2%	-8%	2	?	9
COC(=O)c1cc2occc2n1CC(=O)Nc1cc(OC)cc(OC)c1	9	-0.8%	4%	3%	2%	3	-1%	-2%	-1	2%	-14
COc1ccc(CNC(=O)COC(=O)c2ccc(Br)cc2)cc1	-10	0.4%	2%	-1%	-4%	-9	4%	0%	2	6%	1
O=C(NC1CCCC1)C(c1cccs1)N(CC1CCCO1)C(=O)Cc1cccs1 (stereo unspecified)	13	0.0%	1%	-2%	0%	-7	2%	5%	-1	10%	2
CCS(=O)(=O)N1Cc2ccccc2CC1C(=O)Nc1ccc(F)c(F)c1 (stereo unspecified)	-10	0.3%	-1%	-1%	1%	-21	-1%	-11%	0	?	5
CCc1ccc2oc(=O)cc(CN3CCCCC3)c2c1	-4	0.4%	2%	.	-9%	2	.	5%	0	?	-2
C=CCn1c(SCC(C)=O)nnc1-c1cc(-c2ccccc2)sc1N	12	-0.3%	-1%	-14%	2%	1	0%	5%	2	5%	-5
COC(=O)c1cc(S(=O)(=O)Nc2cc(OC)cc(OC)c2)c[nH]1	1	-1.1%	1%	13%	7%	54[activator]	9%	-2%	0	-12%	-1
COc1ccc(C(C)=O)cc1COc1ccc([N+](=O)[O-])c(C)c1	3	0.4%	1%	-13%	1%	5	-2%	-9%	0	?	-2
CCN1CCN(c2cc(C)c3cc(NC(=O)c4ccncc4)ccc3n2)CC1	8	0.1%	1%	-2%	-4%	10	3%	11%	0	0%	2
CCc1ccc(S(=O)(=O)c2ccc(-n3nc(C)cc3N)cc2)cc1	-1	-0.7%	0%	21%	3%	6	11%	-9%	4	-3%	-18
COc1ccc(NS(=O)(=O)c2ccc(N3CCCC3)c(NC(=S)Nc3ccc(SC(F)F)cc3)c2)cc1	-18	-0.8%	-8%	8%	1%	-10	-1%	1%	1	0%	-3
COc1cc2c(cc1OC)CN(C(=O)c1ccco1)CC2	-28	-0.2%	-1%	1%	-9%	16	10%	9%	1	-9%	.

Nothing new here: 4 of the compounds above.
SMILES	KCNH2 3.1 block	B2AR arrestin	USP2a block	PKM2 act	uPA generation	Giardia kill	GALK inh	Eya2 inh	Coupling enz	Chronic BCR inh	hERG WT inh
Cc1ccc(N=Cc2c(O)c3ccccc3oc2=O)cc1F	6	-0.2%	1%	1%	4%	12	-2%	-7%	2	?	-2
O=C(CSc1nc2ccc(NC(=O)C3CCCCC3)cc2s1)NCC1CCCO1 (stereo unspecified)	12	-0.4%	1%	-2%	-12%	0	.	-4%	0	-2%	-4
S=C(NCCCc1ccccc1)NCc1ccccc1	-10	0.4%	1%	-3%	1%	9	-8%	0%	.	3%	3
C[C@@H](NC(=O)CN1C(=O)c2ccccc2S1(=O)=O)c1ccccc1	-6	-0.6%	3%	.	17%	-18	-7%	-1%	-2	3%	2

Three entries from above in a different format:
Order of values: KCNH2 3.1 block	B2AR arrestin	USP2a block	PKM2 act	uPA generation	Giardia kill	GALK inh	Eya2 inh	Coupling enz	Chronic BCR inh	hERG WT inh
Cc1ccc(N=Cc2c(O)c3ccccc3oc2=O)cc1F
    6	-0.2%	1%	1%	4%	12	-2%	-7%	2	?	-2
O=C(CSc1nc2ccc(NC(=O)C3CCCCC3)cc2s1)NCC1CCCO1 (stereo unspecified)
    12	-0.4%	1%	-2%	-12%	0	.	-4%	0	-2%	-4
S=C(NCCCc1ccccc1)NCc1ccccc1
    -10	0.4%	1%	-3%	1%	9	-8%	0%	.	3%	3
